EPAC2 antag: antagonists of human EPAC2. Potency, µM (highest dose often 114 µM), for inactives: at the highest dose activity, negative = inhibition, hits mostly inhibitors. AID 720708. EPAC2 GEF exchange of Rap1B-BODIPY-GDP, fluorescence. 0.18% of 360,000 active; note: potency is the fitted concentration of half-maximal effect; % is set by controls: 0 for no effect and ±100 for the full control effect; nearly all actives have a fitted effect of over 45% in size; many of its hits are not listed in these tables
PTHR1 agonist: PTHR1 (human) receptor agonism | Q03431 | HEK293 GP2 PTHR1 cells, GloSensor cAMP luminescence, 1 h | Potency, µM (titrated, usually from 115 µM), without a hit: at the highest dose activation, hits mostly activators | 0.075% of 410,000 active | AID 743266; note: potency is the fitted concentration of half-maximal effect; nearly all actives have a fitted effect of over 55% in size; some results filed as inactive show a strong effect at the top dose; inactives centre near -15; many of its hits are not listed in these tables
Target sequence (Q03431 whole entry, looked up): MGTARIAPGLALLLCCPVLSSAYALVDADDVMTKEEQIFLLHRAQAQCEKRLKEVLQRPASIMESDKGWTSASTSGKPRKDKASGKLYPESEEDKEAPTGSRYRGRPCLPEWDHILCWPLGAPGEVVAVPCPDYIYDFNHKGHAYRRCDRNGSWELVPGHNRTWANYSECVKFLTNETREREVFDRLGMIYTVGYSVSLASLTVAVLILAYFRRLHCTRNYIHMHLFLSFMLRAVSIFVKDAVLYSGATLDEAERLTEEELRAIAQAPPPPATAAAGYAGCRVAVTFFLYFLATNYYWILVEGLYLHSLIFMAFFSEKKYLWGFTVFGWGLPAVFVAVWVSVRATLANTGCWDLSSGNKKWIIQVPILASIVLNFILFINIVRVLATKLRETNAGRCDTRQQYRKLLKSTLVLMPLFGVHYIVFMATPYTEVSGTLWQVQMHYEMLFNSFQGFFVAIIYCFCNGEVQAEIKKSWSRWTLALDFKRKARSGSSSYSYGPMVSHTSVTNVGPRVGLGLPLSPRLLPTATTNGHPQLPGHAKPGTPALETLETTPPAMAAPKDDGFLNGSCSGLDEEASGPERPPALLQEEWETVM
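HEK-293-derived GP2 cells expressing PTHR1 and a GloSensor cAMP reporter, 3,000/well, plated overnight, given luciferin plus IBMX (each 0.5 mM as added) for 1 h at 37 °C, then compound for 1 h at 37 °C. Luminescence was read after 15 min at room temperature.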
MmCpn inh: blocks the Methanococcus maripaludis chaperonin Mm-Cpn | purified Mm-Cpn ATPase, ADP Transcreener TR-FRET | Potency, µM (top dose mostly 76.9 µM), inactives show top-dose activity, negative = inhibition, hits mostly inhibitors | 0.031% of 330,000 active; note: potency is the fitted concentration of half-maximal effect; % is set by controls: 0 for no effect and ±100 for the full control effect; nearly all actives have a fitted effect of over 80% in size
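Measured: ADP formation by purified Mm-CPN. Conditions: 25 nM protein, 10 uM ATP, Tris pH 7.4 with Mg2+, K+ and DTT, 37°C for 30 min. Detection: Transcreener HTRF after 30 min at room temperature.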
CCT chaperon mod: cytosolic chaperonin activity modulation; purified chaperonin ATPase assay, HTRF ADP detection, 30 min; activity change, % (concentration not given with the values), hits read low; 0.3% of 360,000 active; AID 651819; in the data active = activity change below about -30%; note: % is set by controls: 0 for no effect and ±100 for the full control effect
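First, chaperonin was dispensed at 40 nM or 20 nM final depending on batch activity. Next, compounds were pinned at 76 uM and ATP added at 10 uM. After 30 min at 37 °C, ADP detection reagents ran 30 min at ambient temperature.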
EPAC2 agonist: agonists of human EPAC2 (RAPGEF4). 0.079% of 360,000 active. EPAC2 activation, biochemical qHTS; response scale: 100% = 6.5 mM cAMP response. Potency, µM (doses to about 154 µM), for the others: top-dose activation, hits mostly activators. Q8WZA2. AID 720711; note: potency is the fitted concentration of half-maximal effect; nearly all actives have a fitted effect of over 50% in size
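In this primary screen, activation is scored as increased exchange of BODIPY-GDP from Rap1B by 100 nM EPAC2, with 50 uM GDP as competitor. Signal is normalized to the 6.5 mM cAMP agonist control.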
Akt phos inh: blocks phosphorylation of Akt | AID 651550 | Neuro2A IGF-stimulated pAkt S473 HTRF, 20 min; active compounds read low | activity change, % for hits at 50 µM | 0.32% of 360,000 active; in the data active = activity change below about -80%; inconclusive = mostly about -51% to -80%; note: % is set by controls: 0 for no effect and ±100 for the full control effect
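Single-point screen (50 µM final compound) in Neuro2A cells stimulated 20 min with 6 nM IGF at 37 deg C. After lysis, Ser473-phosphorylated Akt read by HTRF (ex 330 nm, em 615/665 nm) as the 665/615 ratio.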
D3 ag: agonists of human D3 dopamine receptor. AID 652048. D3R DiscoveRx beta-arrestin cells, luminescence, 90 min. 0.58% of 410,000 active. P35462. max activation, %; in the data active = max activation above about 30%; note: 0% is about no effect; mostly tested at two doses, the higher about 12 µM
Target sequence (P35462 whole entry, looked up): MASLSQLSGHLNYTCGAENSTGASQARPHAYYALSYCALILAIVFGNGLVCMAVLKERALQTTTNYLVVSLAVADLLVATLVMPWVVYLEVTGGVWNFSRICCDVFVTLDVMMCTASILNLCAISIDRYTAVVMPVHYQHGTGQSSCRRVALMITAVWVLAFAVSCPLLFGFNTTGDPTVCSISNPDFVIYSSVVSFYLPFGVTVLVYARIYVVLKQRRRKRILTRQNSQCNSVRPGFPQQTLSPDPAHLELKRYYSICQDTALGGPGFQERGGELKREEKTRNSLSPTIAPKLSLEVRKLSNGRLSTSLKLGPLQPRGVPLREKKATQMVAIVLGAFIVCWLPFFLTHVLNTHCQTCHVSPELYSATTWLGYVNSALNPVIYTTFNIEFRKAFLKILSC
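Agonist mode: compounds and dopamine controls were applied to plated cells for 90 min at 37 degrees C after an overnight attachment at 1500 cells/well. Luminescent read-out followed 30 - 60 minutes at room temperature with DiscoveRx detection reagent.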
D3 antag: D3 dopamine receptor (human) antagonism; max response, negative = inhibition, %; 2.5% of 360,000 active; D3R cells, DiscoveRx beta-arrestin luminescence, antagonist mode; active compounds read low; AID 652054; in the data active = max response below about -50%; inconclusive = no clear call, values can overlap the other calls; note: % is set by controls: 0 for no effect and ±100 for the full control effect; mostly tested at two doses, the higher about 12 µM
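Cells expressing the human receptor were seeded at 1500 cells/well, incubated overnight at 37 degrees C in 5% CO2, then exposed to library compounds with dopamine controls for 90 minutes at 37 degrees C before luminescent detection.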
* marks the source's active call; other numbers are inactive results; i = inactive; u = inconclusive; x = no result given; [ ] = remark or other dose. Unless noted, calls come from the whole dose curve; as a rule, active = well fitted curve in the direction sought with a large enough effect; inconclusive = small, poorly fitted or top-dose-only effect, or another doubt; inactive = no such curve, though single readings can be large; an effect the other way counts as inactive or inconclusive. The list is partial; rates above refer to the full screens.

smiles | EPAC2 antag | PTHR1 agonist | MmCpn inh | CCT chaperon mod | EPAC2 agonist | Akt phos inh | D3 ag | D3 antag
CCc1cc(-c2nc(N)ncc2-c2csc(C)n2)c(O)cc1OC | 7%[57.1 µM] | i | 0% | 1.5 | 12% | i | 0 | 12
Cc1cc(S(=O)(=O)NCCN2CCOCC2)ccc1Cl | 2% | i | 1% | -1.1 | 12% | i | -4 | -24
CCOC(=O)N1CCN(S(=O)(=O)c2ccc(OCC)cc2)CC1 | 8% | -5% | 2% | 2.3 | 3% | i | 11 | 12
COCCC1CCCCN1C(=O)c1cccc(OC2CCN(C3CCCC3)CC2)c1 (stereo not given) | 1% | i | 0% | -20 | -5% | i | -10 | -9
Cn1c(COc2ccccc2Br)nc2ccccc21 | -17% | -38%[inhibitor] | 1% | 1.0 | 3% | i | 7 | -4
COc1cc(C(O)c2nc(-c3cccc(NC(C)=O)c3)cs2)ccc1F (stereo not given) | 18% | -42%[inhibitor] | x | -1.8 | 12% | i | -6 | -4
COc1cc(OC)c2c(c1)O/C(=C\c1ccccc1)C2=O | -3% | -32%[inhibitor] | x | 0.5 | 16% | i | 6 | 19
CC(C)(C)C(=O)Nc1cccc(-c2cc(-c3c(Cl)cccc3Cl)no2)c1 | -26% | i | -4% | 1.3 | 3% | i | -7 | -1
COc1ccc(S(=O)(=O)N2CCC(C(=O)NCCC(=O)NCCc3cccc(F)c3)CC2)cc1 | 3% | -7% | x | -0.7 | 6% | i | 3 | 9
CCc1nnc(NC(=S)Nc2ccccc2)s1 | 1% | i | 1% | -1.5 | 2% | i | -1 | -12
CCOC(=O)N1CCN(C(=O)CNS(=O)(=O)c2c(C)cc(C)cc2C)CC1 | 18% | 1% | -2% | -0.7 | 0% | i | 3 | -2
Cn1c(SCC(=O)NCc2ccccc2)nc2ccccc21 | -14% | -64%[inhibitor] | 0% | -1.0 | 10% | i | -3 | 5
O=C(CN1C(=O)NC2(CCCCCC2)C1=O)NCCc1ccccc1 | 4% | -2% | -1% | 1.3 | 8% | i | 0 | -13
COc1ccccc1/C=N\NC(=O)c1c(C)nc2ccc(Cl)cn12 | 16% | -22% | 1% | 0.8 | 4% | i | 10 | 2
O=C(COc1ccc(Br)cc1F)NC1CC1 | 34%[activator] | -57%[inhibitor] | -1% | -5.0 | 8% | i | 0 | 3
COc1cc(O)c(C(CC(=O)N2CCCC(C)C2)c2ccc(N(C)C)cc2)c(OC)c1 (stereo not given) | -18% | -4% | -1% | -1.8 | 2% | i | -27 | -5
O=C(O)c1cccc(S(=O)(=O)Nc2ccc(O)c(Sc3nc4ccccc4s3)c2)c1 | -18% | i | 2% | -0.4 | -3% | i | 5 | 5
CCOC(=O)Cn1c(=NC(=O)CSC(C)=O)sc2cc(F)ccc21 | -8% | i | u | 0.5 | 3% | i | 11 | 42
COc1ccc(OCCCC(=O)Nc2cccnc2)cc1 | 6% | i | 0% | -2.5 | 3% | i | 9 | -90*
NC(c1ccc(F)c(F)c1)c1nc(-c2cncnc2)cs1 (stereo not given) | 1% | i | x | -1.3 | 1% | i | 1 | 0
CCN(CC(=O)NCc1cccs1)C(=O)COc1ccccc1C#N | 8% | -1% | -1% | 0.5 | 5% | i | 3 | -4
Cc1ccccc1-c1n[nH]nc1C1=CC(=O)C[C@H](c2ccc(F)cc2)C1 | -9% | -41%[inhibitor] | x | -0.8 | 13% | i | -9 | 0
O=C(Nc1ccc(N2CCOCC2)cc1)C1CC(=O)N(c2ccccc2)C1 (stereo not given) | 30% | i | u | -0.5 | -1% | i | 0 | 4
Cc1onc(-c2ccccc2Cl)c1C(=O)N1CCOC12CCN(c1cccc(F)n1)CC2 | 15% | -10% | -1% | 1.9 | -1% | i | -5 | -16
C/C(=N/NC(=O)c1ccoc1C)c1ccc(NC(=O)C2CCCC2)cc1 | 1% | i | 0% | -2.7 | 5% | i | -20 | 2
CCCCc1ccc(NC(=O)COc2ccc(C(=O)Nc3ccccc3OCC)cc2)cc1 | 1% | -20% | 3% | 1.3 | -13% | i | 11 | 21
CN(C)c1ccc(C=Cc2nccc3ccccc23)cc1 | -15% | -93%[inhibitor] | x | 0.2 | u | i | 3 | 19
Cc1ccc(CNC(=O)CCS(=O)(=O)Cc2ccc(C)cc2)cc1 | 17% | i | 2% | 0.4 | -7% | i | -18 | -2
N#Cc1ccccc1CSc1ccc(-c2nc3ccccc3[nH]2)cn1 | -7% | i | -10% | -5.5 | 19% | i | -5 | 20
COc1ccc(N(C)C(=O)c2cnc(N3CCN(c4ncccn4)CC3)c3ccccc23)cc1 | 2% | -4% | -6% | -3.0 | 3% | i | 15 | 10
CCCc1c(C(=O)N/N=C/c2ccoc2)nnn1-c1nonc1N | -6% | -11% | x | 1.1 | 13% | i | 1 | 7
Cc1ccccc1OCc1nnc(SCC(=O)NCc2ccccc2)n1C | 7% | i | 2% | -8.7 | -3% | i | 0 | 8
NC(=O)c1c(N)sc2c1CCCCC2 | 5% | -9%[57.5 µM] | -1% | -3.7 | -2% | i | 2 | 10
COc1ccc(NC(=S)N(CCc2c(C)[nH]c3ccc(C)cc23)Cc2cccs2)cc1 | 7% | i | -18% | -1.1 | 8% | i | -3 | u
CCOC(=O)c1cc(-c2ccc(C)cc2)n(CCC(=O)NCCN(C)C)c1C | 9% | -11%[57.5 µM] | -2% | -0.4 | -4% | i | -21 | -6
CC(C)(C)S(=O)(=O)c1c(C(=O)O)cccc1C(=O)O | 2% | i | 1% | -0.8 | 1% | i | -4 | 8
CCOc1c(CNCCN2CCOCC2)cccc1OC | -5% | u | 0% | 0.0 | -5% | i | -9 | 12
Nc1ccc(S(=O)(=O)N2CCc3ccccc32)cc1 | -5% | i | -5% | 3.9 | 11% | i | -7 | -23
CS(=O)(=O)N1CCN(C(=O)c2ccc(Br)s2)CC1 | 7% | i | -2% | 0.0 | 3% | i | 15 | -27
CC(=O)C(Sc1ccc2nnc(-c3cccnc3)n2n1)C(C)=O | -5%[57.1 µM] | i | 2% | -1.8 | 8% | i | 1 | -3
O=C(CN1C(=O)C(=O)N(C2CCCC2)C1=O)Nc1ccc(OC(F)F)cc1 | 5% | i | 1% | 2.0 | -1% | i | -3 | 2
COc1cccc(CN(C)C(=O)c2cccnc2SC)c1OC | 2% | 5% | 2% | -2.6 | 16% | i | 1 | -18
COc1cc(Cl)c(C)cc1NC(=O)CSc1sc2c(O)cc(=O)[nH]c2c1C#N | -4% | i | -3% | -3.6 | 5% | i | 5 | 20
COc1ccccc1OCCCCCCN1CCN(C)CC1 | -2% | i | x | -2.7 | 3% | i | -9 | 1
O=C1NC(=O)/C(=C\c2ccccc2OCc2ccccc2)S1 | -5% | -18% | 5% | 3.0 | -7% | i | -3 | 4
CN(C(=O)CSc1ncnc2ccccc12)C1CCS(=O)(=O)C1 (stereo not given) | 1% | -16% | -4% | 0.4 | 13% | i | 7 | -25
CN(C(=O)Nc1ccc(Cl)cc1)n1cnc2ccccc2c1=O | 5% | -7% | 0% | 2.2 | 2% | i | -9 | 12
NCCc1nnc(SCc2ccc(F)cc2)o1 | 19% | -15%[57.5 µM] | 0% | 1.4 | 7% | i | 3 | -12
CC(C(=O)Nc1ccc(Cl)cc1Cl)N1C(=O)NC2(CCCCCCC2)C1=O (stereo not given) | -2% | i | 1% | -2.9 | 5% | i | 5 | -3
CC1=CC(C)(C)N(C(=O)CCl)c2ccccc21 | u | -10% | 1% | -1.3 | 6% | i | 1 | 9
O=C(O)CN1C(=O)C2C3CC(C2C1=O)C1C(c2ccc(Cl)cc2)c2sc(=O)[nH]c2SC31 (stereo not given) | -2% | i | 0% | -1.8 | 1% | i | 0 | 10
COc1ccc(C2=NS(=O)(=O)N(C)C(C(=O)NC3CCCCC3)=C2)cc1 | -4% | -30% | 0% | 0.7 | -5% | i | -6 | -4
CCN1CCC(Nc2ccnc3cc(Cl)ccc23)CC1 | -6% | -11% | -6% | 0.5 | 7% | i | -4 | 0
O=C(COC(=O)CCC(=O)c1ccc(Cl)cc1)NCc1ccco1 | -6% | -11% | 0% | 0.3 | 0% | i | -13 | 6
O=C(COc1ccccc1)OCC(=O)c1c[nH]c2ccccc12 | -13% | i | 1% | 3.0 | 11% | i | 1 | 9
COc1ccc(C(=O)NCC(C)(C)N2CCOCC2)cc1S(=O)(=O)NCc1ccc(Cl)cc1 | -4% | -22% | x | -4.2 | 6% | i | -10 | -8
Cc1ccc(S(=O)(=O)N2CCN(C(=O)COC(=O)/C=C/c3ccc(OC(F)F)cc3)CC2)cc1 | -1% | -81%[inhibitor] | x | -1.5 | 2% | i | 4 | -19
Cc1ccc(C)c(NS(=O)(=O)c2cc(C(=O)Nc3ccccc3-c3ccccc3)ccc2C)c1 | -6% | i | -6% | -3.0 | 3% | x | 3 | -16
CCC(C)N1C(=O)CCC1C(=O)N1CCN(c2ccc(F)cc2)CC1 (stereo not given) | 3% | i | 0% | 1.9 | -1% | i | 4 | 11
CCOC(=O)C1(c2ccccc2)CCCNC1=O (stereo not given) | -22% | 26% | x | -0.1 | 4% | i | -1 | -16

A different layout for 3 compounds above.
CCOC(=O)c1cc(-c2ccc(C)cc2)n(CCC(=O)NCCN(C)C)c1C
  EPAC2 antag: 9%
  PTHR1 agonist: -11%[57.5 µM]
  MmCpn inh: -2%
  CCT chaperon mod: -0.4
  EPAC2 agonist: -4%
  Akt phos inh: i
  D3 ag: -21
  D3 antag: -6

CCN1CCC(Nc2ccnc3cc(Cl)ccc23)CC1
  EPAC2 antag: -6%
  PTHR1 agonist: -11%
  MmCpn inh: -6%
  CCT chaperon mod: 0.5
  EPAC2 agonist: 7%
  Akt phos inh: i
  D3 ag: -4
  D3 antag: 0

CCOC(=O)C1(c2ccccc2)CCCNC1=O (stereo not given)
  EPAC2 antag: -22%
  PTHR1 agonist: 26%
  MmCpn inh: x
  CCT chaperon mod: -0.1
  EPAC2 agonist: 4%
  Akt phos inh: i
  D3 ag: -1
  D3 antag: -16
